# High-throughput results (PubChem)
# Insulin prom inh = inhibitors of insulin promoter-driven GFP, primary screen, imaging, TRM-6 cells (human fetal islet line), eGFP reporter, cell count. reporter expression induced with tamoxifen. inhibition, % at 2 µM. hit rate 0.9% among 130,000;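 active = inhibition above the mean plus 3 SD, with well images judged a real hit on visual review, cut at about 60% in these data, passing the limit was not always enough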
# SDO1 yeast rescue = growth rescue of sdo1-depleted yeast, primary screen, S. cerevisiae, bone marrow failure model | S. cerevisiae sdo1-depleted JHY4D growth rescue, OD600 30 h; active compounds read high; pdr5 snq2 efflux-pump mutant strain | z-score at 10 µM | hit rate 0.21% among 140,000 | AID 817, 2007;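 active = z-score above 3 at both the 24 hr and the 30 hr optical density reads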;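 also: z-score against mean and SD of all compound wells on the same plate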
# SDO1 yeast rescue Rescue 24 h = second read-out of SDO1 yeast rescue, no call of its own (marks repeat the call); z-score; S. cerevisiae sdo1-depleted JHY4D growth rescue, OD600; measured here: growth rescue at 24 h;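 0 is the plate mean of compound wells and units are plate SD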
# * marks the source's active call; other numbers are inactive results; . = no result given; [ ] = another dose, or the depositor's remark.
# The first seven entries as a preview:
SMILES,Insulin prom inh,SDO1 yeast rescue,SDO1 yeast rescue Rescue 24 h
O=C1c2oc3ccc(Br)cc3c(=O)c2C(c2cccc(F)c2)N1CCO (configuration not stated),.,-0.5,-1.69
CC(=O)c1cccc(NC(=S)NC(=O)c2cccc(C)c2)c1,-24.3,-0.83,-0.47
Cc1ccc(CCNS(=O)(=O)c2ccc(C)cc2)cc1,7.0,-0.96,-1.76
CCn1nc(NS(=O)(=O)c2ccccc2)c2cc3cccc(C)c3nc21,18.8,-0.12,0.42
O=C(OCCCCN1C(=O)c2ccccc2C1=O)c1n[nH]c2ccccc12,-21.6,-1.35,-0.75
CCn1nc(C(=O)Nc2ccccc2C)c(Cl)c1Cl,0.0,-0.09,-0.65
O=C1OC(C(=O)Nc2ccccc2)Cc2ccccc21 (configuration not stated),-77.8,.,.

# This part in full, from the start:
SMILES,Insulin prom inh,SDO1 yeast rescue,SDO1 yeast rescue Rescue 24 h
O=C1c2oc3ccc(Br)cc3c(=O)c2C(c2cccc(F)c2)N1CCO (configuration not stated),.,-0.5,-1.69
CC(=O)c1cccc(NC(=S)NC(=O)c2cccc(C)c2)c1,-24.3,-0.83,-0.47
Cc1ccc(CCNS(=O)(=O)c2ccc(C)cc2)cc1,7.0,-0.96,-1.76
CCn1nc(NS(=O)(=O)c2ccccc2)c2cc3cccc(C)c3nc21,18.8,-0.12,0.42
O=C(OCCCCN1C(=O)c2ccccc2C1=O)c1n[nH]c2ccccc12,-21.6,-1.35,-0.75
CCn1nc(C(=O)Nc2ccccc2C)c(Cl)c1Cl,0.0,-0.09,-0.65
O=C1OC(C(=O)Nc2ccccc2)Cc2ccccc21 (configuration not stated),-77.8,.,.
COc1ccc(C2C(C(C)=O)=C(O)C(=O)N2c2ccc(Br)cn2)cc1 (configuration not stated),.,-0.1,-0.3
CN1CCN(Cc2c(C#N)c3ccccc3n2C)CC1,23.1,0.27,-0.26
CCOC(=O)c1cc2c(C)n(-c3ccc(OCC)cc3)c(C)c2ccc1=O,-11.1,-1.67,-1.71
CN=c1scc(-c2ccc(Cl)cc2)n1C,.,1.63,1.38
CC(C)OCCCN1C(=O)c2[nH]nc(-c3ccccc3O)c2C1c1cccc(Cl)c1 (configuration not stated),.,-1.06,-0.94
Cn1c2ccccc2c2nn(-c3ccccc3)c(=O)cc21,23.1,-0.2,-0.73
CC(CO)N1CCS(=O)(=O)CC1 (configuration not stated),7.1,1.96,2.93
CCOC(=O)CC(=O)CSc1ncnc2c1nnn2-c1ccc(OC)cc1,-44.4,.,.
COc1ccc(C2SCC(=O)N2CCCN(C)C)cc1 (configuration not stated),22.6,-0.02,0.12
CCOC(=O)C1=C(c2ccccc2)Nc2ncnn2C1c1cccc(OC)c1OC (configuration not stated),6.7,0.53,0.77
CCOC(=O)c1cn2cccnc2n1,3.2,0.67,0.8
CCOC(=O)C1=C(C)OC(N)=C(C#N)C1c1cc2ccccc2nc1N1CCCCC1 (configuration not stated),61.3,-0.78[6.9 µM],-0.66
CCC(C)NC(=O)C(CCSC)NC(=O)c1ccccc1 (configuration not stated),-22.6,1.23,1.12
Cc1ccc(-n2nnnc2-c2cnc(-c3cccnc3)nc2C(F)(F)F)cc1,7.0,-0.46,-1.52
CCCCN(C)C(=O)c1sc2ncn(CC)c(=O)c2c1C,9.1,0.48,0.23
COc1ccc(-c2nc(CSCC(=O)N3CCc4ccccc4C3)c(C)o2)cc1OC,.,-0.28,-0.58
CC(=NCCCNC1CCCCC1)C1=C(O)CC(C)(C)CC1=O,-89.5,0.61,-0.25
COc1ccccc1-n1c(CNC(=O)COc2ccccc2)n[nH]c1=S,13.8,-0.16,-1.34
O=C(c1ccccc1Br)N1CCn2c1nc1ccccc12,-16.7,.,.
CC(c1ccco1)N(C(=O)C12CC3CC(CC(C)(C3)C1)C2)c1ccccn1 (configuration not stated),28.6,-2.09,-2.46
COC(=O)COc1ccc(C(=O)OC)cc1,38.9,-0.16,-0.44
CCOc1ccc(NC(=O)Nc2cc(C)ccc2F)cc1,7.1,-1.48,0.05
CCn1cnc2cc([N+](=O)[O-])ccc21,20.0,.,.
CC1(C)NC(=O)N(CC(=O)O)C1=O,-63.3,1.5,2.28
Cc1ccc(C(=O)OCC(=O)Nc2ccccc2Sc2ccccc2)cc1C,35.1,-1.2,-1.37
Cc1ccc(NC(=O)COC(=O)CC2CCCC2)cc1Cl,-63.6,.,.
COc1cccc(/C=N/NC(=O)CNC(=O)c2ccc3c(c2)OCCO3)c1O,.,1.6,2.53
CCOC(=O)C1=NN(C(=O)Cc2ccccc2)C(O)(c2ccc(Cl)cc2)C1 (configuration not stated),16.7,-0.76,-0.56
O=C(Nc1nc2n(n1)C(c1ccccc1)CC(c1ccc(Cl)cc1)N2)c1ccco1 (configuration not stated),-9.1,0.15,0.35
COc1ccc(OCC(O)COc2ccc(C(=O)O)cc2)cc1 (configuration not stated),30.0,1.38,1.29
C=CCc1cccc2ccc(=O)oc12,-26.7,0.37,0.03
CCOC(=O)c1[nH]c2ccc(OCC)cc2c1NC(=O)CN1CCC2(CC1)OCCO2,.,-0.19,-0.44
COC(=O)C1=CN(C(C)C)C=C(C(=O)OC)C1c1cc2c(cc1Br)OCO2,9.7,-0.94,-0.08

# Whole records, quoted from the list:
# C=CCc1cccc2ccc(=O)oc12 across the screens: Insulin prom inh = -26.7; SDO1 yeast rescue = 0.37; SDO1 yeast rescue Rescue 24 h = 0.03
# CCOC(=O)C1=NN(C(=O)Cc2ccccc2)C(O)(c2ccc(Cl)cc2)C1 (configuration not stated) across the screens: Insulin prom inh = 16.7; SDO1 yeast rescue = -0.76; SDO1 yeast rescue Rescue 24 h = -0.56

# (more compounds)
SMILES,Insulin prom inh,SDO1 yeast rescue,SDO1 yeast rescue Rescue 24 h
Cc1ccc(-c2n[nH]c(=S)n2/N=C/c2cc3c(cc2[N+](=O)[O-])OCO3)cc1,17.9,-1.59,-0.63
COc1ccc(CCNc2oc(COc3ccc(F)cc3)nc2C#N)cc1,-14.3,-0.83,-1.09
O=C(c1ccccc1)c1c(O)nc(-c2ccccc2)n(-c2ccccc2)c1=O,-18.5,0.12,-0.21
COc1ccc(/C(C)=N/OCC(=O)N2CC3(C)CC2CC(C)(C)C3)cc1 (configuration not stated),-35.7,-0.37,0.02
Cc1ccc(-c2[nH]c(=O)n3ccncc23)s1,0.0,-0.11[19.8 µM],-0.67
CCN(CC)S(=O)(=O)c1ccc(NC(=O)CN(c2cccc(F)c2)S(C)(=O)=O)cc1,27.8,0.96,1.39
CC(C)Cc1ccc(/C=C/C(=O)N2CCCCC2)cc1,2.6,.,.
COc1ccc(Nc2nnc(Cc3ccc(Cl)cc3)c(=O)[nH]2)c(OC)c1,.,1.56,1.03
CCOC(=O)C(=CNc1ccccc1C)C(=O)OCC,-11.1,-0.01,1.5
O=C(NCc1ccccc1)NC1(C(=O)N2CCN(c3ccccc3)CC2)CCCCC1,.,0.47,-0.26
COc1ccc(N2CCN(C(C)=C3C(=O)c4ccccc4C3=O)CC2)cc1,-100.0,.,.
Cc1cc(C(=O)COC(=O)CCCN2C(=O)c3ccccc3C2=O)c(C)n1C,.,0.86,1.74
Cc1nc(-c2ccccc2)sc1C(=O)CSc1ccc(F)cc1,3.3,-0.84,-0.92
CCS(=O)(=O)N1CCC(C(=O)NCCCN2CCC(Cc3ccccc3)CC2)CC1,.,0.82,-0.34
O=C(O/N=C\c1ccc(N2CCOCC2)c([N+](=O)[O-])c1)c1ccccc1Cl,.,-1.52,-1.45
CC(C)n1c(-c2ccc(N(C)C)cc2)nc2ccccc21,-19.4,-1.24,-0.73
O=C(Cn1c(NCCO)nc2ccccc21)c1ccco1,-43.8,1.63,0.97
CCN(CC)S(=O)(=O)c1cccc(NC(=O)COC(=O)c2cc(C)oc2C)c1,-18.9,-0.26,0.49
COc1ccc(CN2C(=O)c3ccccc3C2C(=O)NCCc2ccccc2)c(OC)c1 (configuration not stated),-89.2,.,.
Cc1ccc(NC(=O)C(OC(=O)c2cc(C)oc2C)c2ccccc2)cc1 (configuration not stated),.,-1.18,-1.03
O=C1CCCC2=C1C(c1ccccc1O)C1=C(CCCC1=O)O2,45.5,0.22,-0.04
COC(=O)C1=C(C)N(C2CCCC2)C(=O)C1(NC(C)=O)C(F)(F)F (configuration not stated),25.0,0.43,0.01
CCOC(=O)c1c(C)oc2c1c(CN1CCN(C(=O)OCC)CC1)c(O)c1ccccc12,-10.3,-1.98,-1.84
COc1ccc(OCc2nnnn2-c2ccccc2)cc1,0.0,0,-0.31
Cc1nn(-c2ccccc2)c2nc3c(cc12)C(=O)CCC3,.,-0.18,-0.61
O=C(Cn1c(NCCO)nc2ccccc21)NCCc1ccc(F)cc1,-26.5,0.16,-0.13
CCN(CC)CCn1c2ccccc2c2nc(C)sc21,-14.3,0.03,1.07
COc1ccc(C2C(C#N)=C(N)N(c3ncn[nH]3)C3=C2C(=O)CCC3)cc1 (configuration not stated),15.4,.,.
O=c1cc(N2CCC3(CC2)OCCO3)[nH]c(=O)n1-c1ccc(Br)cc1,18.8,1.47,0.91
CN(C)C(=S)SCC(=O)Nc1cccc(C(F)(F)F)c1,0.0,1.09,1.41
COc1ccc(N2C(=O)CC(NNc3ncc(Cl)cc3Cl)C2=O)cc1 (configuration not stated),-40.0,.,.
COC(=O)c1ccccc1NC(=O)Cn1cc(Br)cn1,.,0.27,0.61
CCOc1ccc(C(C(=O)NC2CCCCC2)N(C(=O)c2ccccn2)c2cccnc2)cc1 (configuration not stated),5.0,.,.
Cc1ccc(CNC(=O)CCNC(=O)Cn2ccc3ccccc3c2=O)cc1,-18.2,-0.35,-0.85
Cc1ccc(OCCCNC2CCCC2)cc1,.,0.83,1.01
COc1ccc(C(=O)NCc2cccnc2)cc1S(=O)(=O)N1CCOCC1,5.0,0.67,0.86
CCN(C(=O)COC(=O)c1cc2ccccc2cc1O)C1CCS(=O)(=O)C1 (configuration not stated),-23.7,-0.17,-0.98
NC1=NC(=O)/C(=C/c2cn(CCC(=O)O)nc2-c2ccc(Cl)cc2)S1,-25.9,0.34,-0.3
CCOC(=O)C1=C(CC)OC(N)=C(C#N)C1c1ccc(OC)cc1OC (configuration not stated),.,0.32,0.82
COc1ccc(OCc2nnc(SC3CCOC3=O)n2-c2ccccc2)cc1 (configuration not stated),.,-0.22,0.05
C=CCN(CC(=O)NCc1ccccc1)C(=O)c1csnn1,-28.6,-0.01,-1
CC(C)=C1SC(N2CCN(c3cccc(Cl)c3)CC2)=NC1=O,-3.7,-0.81,-0.87
CCC1=Nc2cc(C(=O)O)ccc2Sc2ccc(Cl)cc21,2.4,1.6,0.31
CC(C)OC(=O)c1c(F)c(F)c(N2CCOCC2)c(F)c1F,.,-0.09,-0.47
Cc1c(Cl)cccc1NC(=O)CN1CCN(CCO)CC1,56.2,0.97,1.11
CCSc1nnc(N)s1,.,1.15,0.49
CCOC(=O)/C(C#N)=C/c1cc2ccccc2nc1N1CCOCC1,-18.4,-0.18,-0.34
C=CCn1cc(/C=N\NC(=O)c2cc3c(ccc4ccccc43)o2)c2ccccc21,-36.4,-1.29,-1.01
CCOC(=O)CN(c1cccc(C(C)=O)c1)S(C)(=O)=O,-28.6,0.42,0.48
c1ccc2c(c1)nc(Nc1ccc3c(c1)OCO3)c1nnnn12,22.2,-0.92,-0.47
# (more compounds)
SMILES,Insulin prom inh,SDO1 yeast rescue,SDO1 yeast rescue Rescue 24 h
O=C(N/C(=C/c1cccnc1)C(=O)N1CCOCC1)c1ccccc1Br,-2.9,0.31,-0.3
CC(/C=N\N1CCN(Cc2ccc(C)cc2)CC1)=C\c1ccccc1,6.7,-0.9,0.17
COC(=O)c1c(-c2cccc3ccccc23)csc1NC(=O)Cc1ccc(OC)c(OC)c1,1.7,0.35,0.45
c1ccc(OCc2nn3c(Cn4nnc5ccccc54)nnc3s2)cc1,.,-1.47,-1.24
COCCn1nnnc1C(c1cccc(OC)c1OC)N1CCN(C2CCCCC2)CC1 (configuration not stated),62.5,1.28,0.8
Cc1nc(N2CCN(C)CC2)c2sc(=S)n(C)c2n1,.,1.08,0.81
CN(C1CCCCC1)S(=O)(=O)c1cccc(C#N)c1,-15.8,.,.
c1ccc(N2CCN(c3nnc(Cc4cccnc4)c4ccccc34)CC2)nc1,.,-0.31,-0.72
CCCCc1ccc(NC(=S)Nc2cccnc2)cc1,.,-0.54,-0.98
O=C(CSc1ncnc2ccccc12)Nc1ccc2c(c1)OCO2,.,0.21,-0.11
Cc1nnc(C)n1/N=C/c1cccn1C,5.6,0.34,0.42
O=[N+]([O-])c1ccc([C@H](O)[C@H](CO)N=Cc2ccccc2O)cc1,-50.0,1.55,0.17
COC(=O)C1=C(C)N(C)C(=O)/C1=C\c1ccco1,.,0.65,0.06
CC(C)NC(=O)C1CCN(C2CCN(Cc3cn[nH]c3-c3ccccc3)CC2)CC1,35.7,.,.
Cc1onc(-c2ccccc2Cl)c1C(=O)NCc1cccs1,.,-0.41,-0.65
O=S(=O)(Cc1ccc(Cl)cc1)Nc1ccc2c(c1)OCO2,63.0,0.99,0.63
CCCCOc1ccc(N2C(=O)CC(NCCc3ccc(S(N)(=O)=O)cc3)C2=O)cc1 (configuration not stated),-29.2,-0.29,-0.57
CCCNC(=S)N1CCC(C(=O)c2ccc(OC)cc2)CC1,10.2,0.49,-0.53
CCC(CC)c1nnc(NC(=O)c2cc(C(=O)OC)cc([N+](=O)[O-])c2)s1,27.8,-0.93,-2.05
COc1ccc(N(C)S(=O)(=O)c2cccc(C(=O)Nc3ccc(-n4cnnn4)cc3)c2)cc1,.,1.02,2.6
CCN(C(=O)Cc1ccc(Br)cc1)C1CCCCC1,-5.4,-0.44,-0.14
COc1cc(CN2CCNC(=O)C2CC(=O)N2CCc3ccccc3C2)cc(OC)c1 (configuration not stated),-75.0,.,.
CCN(CC)C(=O)c1sc(N2C(=O)Nc3ccccc3N2O)c(C(=O)OC)c1C,-42.9,.,.
